Screens: PubChem BioAssay, several laboratories
FXIa mix inh – blocks human factor XIa in pooled compound mixtures; purified FXIa, fluorogenic substrate; 0.19% of 62,000 active; AID 680; inhibition, % at 5 µM;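 also: each value is inhibition by a whole ten-compound pool holding the compound; 0% = enzyme with no mixture and 100% = wells lacking enzyme; strong numbers were not always called active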
MKP-1 inh – inhibitors of human MKP-1 phosphatase. P28562. AID 374. 0.15% of 65,000 active. inhibition, %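 (compounds tested at a single concentration somewhere between 10 and 100 µM)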. recombinant MKP-1, OMFP hydrolysis fluorescence;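 active = inhibition above about 50%, limit read from the data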;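 also: 0% = DMSO max control wells and 100% = wells with enzyme stopped by NaOH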
FXIIa mix inh – factor XIIa (human) inhibition, mixture screen | P00748 | purified FXIIa, fluorogenic substrate, pooled mixtures | inhibition, % at 5 µM | 0.2% of 62,000 active | AID 684;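 also: 0% = enzyme without compound and 100% = no enzyme blank; some results filed as inactive read as strong as hits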
Target sequence (P00748 20-372 limits assumed): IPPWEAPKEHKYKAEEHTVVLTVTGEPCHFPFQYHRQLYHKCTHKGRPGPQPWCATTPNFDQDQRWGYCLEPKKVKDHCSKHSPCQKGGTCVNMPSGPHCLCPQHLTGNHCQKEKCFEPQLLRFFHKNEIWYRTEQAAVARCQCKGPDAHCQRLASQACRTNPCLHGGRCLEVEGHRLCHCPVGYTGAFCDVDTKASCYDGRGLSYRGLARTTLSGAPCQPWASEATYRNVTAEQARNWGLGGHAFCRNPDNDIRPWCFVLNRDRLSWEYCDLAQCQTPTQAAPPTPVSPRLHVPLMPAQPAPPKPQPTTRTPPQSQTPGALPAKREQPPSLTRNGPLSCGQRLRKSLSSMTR
Target sequence (P00748 373-615 limits assumed): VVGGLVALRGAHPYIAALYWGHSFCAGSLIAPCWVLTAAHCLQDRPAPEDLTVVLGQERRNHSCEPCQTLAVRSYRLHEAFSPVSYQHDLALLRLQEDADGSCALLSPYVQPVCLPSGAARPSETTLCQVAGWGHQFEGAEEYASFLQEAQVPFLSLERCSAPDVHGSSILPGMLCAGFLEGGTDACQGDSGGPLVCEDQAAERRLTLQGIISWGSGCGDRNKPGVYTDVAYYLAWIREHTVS
Abs 340nm – absorbance at 340 nm | compound absorbance at 340 nm, fold over control | fold change at 10 µM | 65,000 tested, under 10 active;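 active = at 10 µM dose, initial 340 nm absorbance at least 2 fold that of control wells; inactive = change under 2 fold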;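 also: initial absorbance extrapolated from kinetic A340 decline of NADH oxidation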
Hsp90 block – displaces geldanamycin probe from tumor Hsp90; P07900; NCI-N417 lysate Hsp90, Cy3B-geldanamycin FP displacement; inhibition, % at 30 µM; 0.35% of 64,000 active;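 active = inhibition above 50%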;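 also: 0% = tracer plus lysate wells and 100% = tracer alone without lysate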
MMP13 inh – MMP13 (human) collagenase inhibition. MMP-13 fTHP FRET cleavage, Mca fluorescence. 0.07% of 65,000 active. inhibition, % at 4 µM;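 active = inhibition above the mean of compound-free control plate wells plus 3 SD, cut at about 14% in these data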;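 also: 0% = DMSO wells and 100% = wells with reference MMP-13 inhibitor after basal subtraction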
Cdc25B block – inhibitors of human Cdc25B phosphatase. inhibition, %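 (compounds tested at 10 µM final in the well)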. AID 368. recombinant Cdc25B, OMFP fluorescence Ex485/Em525. 0.1% of 65,000 active; in the data active = inhibition above about 50%
AP complement – orthogonal test for alternative complement pathway inhibitors | Human serum alternative complement pathway, LPS-coated ELISA, C3 deposition; tested in compound mixtures | 0.08% of 62,000 active | AID 1235 | inhibition, % at 5 µM;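 active = inhibition above 30% in each of the two pooled mixtures holding the compound, so the lower value exceeds 30%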;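 also: 0% = serum in Mg-EGTA without compound and 100% = EDTA serum blank; some compounds past the cut are filed as inactive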
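Test system – human serum alternative complement pathway, C3 deposition on LPS-coated wells · Buffer or medium – diluted human serum in Mg2+-EGTA GVB++ · Compound dosing – 5 µM each compound, pools of ten, 50 µM per pool · Schedule – 1 h serum-compound exposure at 37 °C · Measured by – Anti-C3 ELISA, OD 450 nm · Read-out basis – percent inhibition of C3 deposition onto LPS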
JNK3 inh – JNK3 (human) kinase inhibition. 0.61% of 60,000 active. inhibition, % at 8 µM. purified JNK3 kinase activity, HTS; in the data active = inhibition above about 17%;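 also: 0% = DMSO and 100% = reference inhibitor; many of its hits are not listed in these tables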
* = called active by the depositor; x = not tested or not shown; & = joins results of further samples; [ ] = remark or other dose. Rule as the data show it, unless noted: active = inhibition above about 20% (passing the limit was not always enough); inactive = the rest.

Values in the order: Abs 340nm, JNK3 inh, MKP-1 inh, FXIa mix inh, MMP13 inh, Cdc25B block, FXIIa mix inh, Hsp90 block, AP complement
- O=C1CCc2cc(OCCCCc3nnnn3C3CCCCC3)ccc2N1
  0.99, -2, -15, 5, 1, 15, 4, -1&-4, -3
- CCCc1cc(C(N)=S)ccn1
  1, 6, -17, 11, 2, -13, 24, -2, 5
- CCN(CC)CCOC(=O)C(c1ccccc1)c1ccccc1
  0.97, 4, -4, 4, 3, -21, 1, -2, 26
- OCCOCCN1CCN(C(c2ccccc2)c2ccc(Cl)cc2)CC1 (centres undefined)
  0.98, 4, -23, 13, 0, -10, 5, -2, 13
- COc1cc(C(=O)NCCCCCC(=O)O)cc(OC)c1OC
  1, -1, 5, 6, 0, 7, 4, 15, 4
- CCOC(=O)Nc1ccc2c(c1)N(C(=O)CCN1CCOCC1)c1ccccc1S2
  0.98, 2, 2, 4, 6, 2, 4, 2, 0
- O=C(c1ccccc1)c1ccc2n1CCC2C(=O)O (centres undefined)
  1.1, x, 9, x, x, -20, x, -3, x
- O=C(NCCN1CCOCC1)c1ccc(Cl)cc1
  1.1, -8, 21, 12, -3, 1, -18, 1, 17
- CN1CCC(=C2c3ccccc3CC(=O)c3sccc32)CC1
  0.99, 3, -4, 7, -3, -20, 18, -8&-2, 0
- CN1CCN(c2c(F)cc3c(=O)c(C(=O)O)cn4c3c2SCC4)CC1
  1.1, -3, -17, -22, -98[fluorescence artefact?], 4, -1, -1, 13
- Cc1oncc1C(=O)Nc1ccc(C(F)(F)F)cc1
  1, 3, -8, 0, 1, -7, 10, 0&0, 2
- OCC(O)CN1CCN(c2ccccc2)CC1 (centres undefined)
  0.98, -3, -15, 5, -4, -16, 9, -2, 11
- CCCN(CCC)C(=O)C(CCC(=O)O)NC(=O)c1ccccc1 (centres undefined)
  0.97, 5, -11, 9, 0, 2, 3, 0&-2, 22
- CN(C)CCOC(=O)C(c1ccccc1)C1(O)CCCC1 (centres undefined)
  0.97, -4, -27, 9, 4, -15, 2, -4, 9
- CC(=O)O[C@@]12CO[C@@H]1C[C@H](O)[C@@]1(C)C(=O)[C@H](O)C3=C(C)[C@@H](OC(=O)[C@H](O)[C@@H](NC(=O)OC(C)(C)C)c4ccccc4)C[C@](O)([C@@H](OC(=O)c4ccccc4)[C@H]21)C3(C)C
  0.97, 0, 23, 10, 3, 4, -6, 0, -2

Compound profiles (already shown). Values in the order: Abs 340nm	JNK3 inh	MKP-1 inh	FXIa mix inh	MMP13 inh	Cdc25B block	FXIIa mix inh	Hsp90 block	AP complement
Listed for CN1CCC(=C2c3ccccc3CC(=O)c3sccc32)CC1 = 0.99	3	-4	7	-3	-20	18	-8&-2	0
Listed for OCC(O)CN1CCN(c2ccccc2)CC1 (centres undefined) = 0.98	-3	-15	5	-4	-16	9	-2	11

In the list so far, 6 have a carbonyl joined to an NH by a bond outside any ring.
Values in the order: Abs 340nm, JNK3 inh, MKP-1 inh, FXIa mix inh, MMP13 inh, Cdc25B block, FXIIa mix inh, Hsp90 block, AP complement
- COc1cc(C(=O)NCCCCCC(=O)O)cc(OC)c1OC
  1, -1, 5, 6, 0, 7, 4, 15, 4
- CCOC(=O)Nc1ccc2c(c1)N(C(=O)CCN1CCOCC1)c1ccccc1S2
  0.98, 2, 2, 4, 6, 2, 4, 2, 0
- O=C(NCCN1CCOCC1)c1ccc(Cl)cc1
  1.1, -8, 21, 12, -3, 1, -18, 1, 17
- Cc1oncc1C(=O)Nc1ccc(C(F)(F)F)cc1
  1, 3, -8, 0, 1, -7, 10, 0&0, 2
- CCCN(CCC)C(=O)C(CCC(=O)O)NC(=O)c1ccccc1 (centres undefined)
  0.97, 5, -11, 9, 0, 2, 3, 0&-2, 22
- CC(=O)O[C@@]12CO[C@@H]1C[C@H](O)[C@@]1(C)C(=O)[C@H](O)C3=C(C)[C@@H](OC(=O)[C@H](O)[C@@H](NC(=O)OC(C)(C)C)c4ccccc4)C[C@](O)([C@@H](OC(=O)c4ccccc4)[C@H]21)C3(C)C
  0.97, 0, 23, 10, 3, 4, -6, 0, -2

These rows are one share of the data; rates above refer to the full screens.
